# Tau fluor cs: counter-screen for tau fibril formation inhibitors; tau K18 P301L Alexa594 fluorescence, heparin fibrillization; Potency, µM (series often up to 57.7 µM), without a hit: at the top dose activity change, negative = decrease; 0.93% of 280,000 active; note: potency is the fitted concentration of half-maximal effect; % is set by controls: 0 for no effect and ±100 for the full control effect; nearly all actives have a fitted effect of over 55% in size
#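 Human tau K18 P301L (15 uM unlabeled, 0.24 uM Alexa 594-labeled) in 100 mM sodium acetate pH 7 with 20 uM heparin, 6 hr at 37 C. ThT 30 uM added, 1 hr ambient; Alexa 594 FP and total fluorescence read at 555/632 nm.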
# CBFb-RUNX1 inh: inhibitors of human CBF-beta and RUNX1 interaction. Q01196+Q13951. AlphaScreen CBFb-His/RUNX1-biotin binding, biochemical. Potency, µM (doses to about 59.8 µM), inactives show at the highest dose activity, negative = inhibition, actives largely listed as inhibitors. 230,000 tested, under 10 active; note: % of control where 0% means no effect
#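 AlphaScreen binding: CBFb-His and RUNX1-biotin (30 nM each) preincubated 20 min, compound added for 15 min, then nickel and streptavidin beads for 90 min, all at room temperature. Disruption of the interaction by any mechanism counts as activity.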
# NPSR antagonist: blocks cAMP signaling of the human neuropeptide S receptor. AID 1461. Potency, µM (doses to about 38.3 µM), inactives show at the top dose activity change, negative = inhibition, usual class: inhibitors. Q6W5P4. 1% of 220,000 active. CHO-NPSR cells, cAMP TR-FRET, antagonist mode; note: potency is the fitted concentration of half-maximal effect; % is set by controls: 0 for no effect and ±100 for the full control effect; nearly all actives have a fitted effect of over 50% in size; many of its hits are not listed in these tables
# Target sequence (Q6W5P4 whole entry, looked up): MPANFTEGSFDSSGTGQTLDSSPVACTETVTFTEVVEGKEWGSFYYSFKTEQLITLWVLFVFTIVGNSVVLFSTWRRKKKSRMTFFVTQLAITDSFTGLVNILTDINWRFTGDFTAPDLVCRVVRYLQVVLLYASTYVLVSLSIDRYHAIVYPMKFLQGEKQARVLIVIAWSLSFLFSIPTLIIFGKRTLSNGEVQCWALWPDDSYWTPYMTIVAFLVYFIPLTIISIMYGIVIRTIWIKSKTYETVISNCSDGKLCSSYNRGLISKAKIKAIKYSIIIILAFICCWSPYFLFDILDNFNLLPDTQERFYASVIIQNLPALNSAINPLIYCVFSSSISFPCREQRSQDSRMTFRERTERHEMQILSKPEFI
# TR SRC2 fluor cs: Texas Red fluorescence interference in TRb-SRC2 counter-screen; Potency, µM (top dose mostly 106 µM), for the others: top-dose fluorescence change, negative = quenching; TRb/SRC2 Texas Red total fluorescence interference; 0.29% of 280,000 active; AID 1479; active = well fitted curve in either direction with a large enough effect; inconclusive = small, poorly fitted or top-dose-only effect; note: potency is the fitted concentration of half-maximal effect; % is set by controls: 0 for no effect and ±100 for the full control effect
#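 Flags fluorescent or light-absorbing compounds by total fluorescence, S + 2P, at 555 nm excitation and 632 nm emission. Mixture: 20 nM Texas Red SRC2 peptide, 0.6 uM human TRb LBD, 1 uM T3, 5% DMSO; compound exposure 5 h at ambient temperature.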
# TRb SRC2 PPI: inhibitors of human thyroid hormone receptor beta-SRC2 interaction | P10828 | TRbeta-SRC2 peptide binding, fluorescence polarization; receptor liganded with 1 µM T3 | Potency, µM (titrated, usually from 106 µM), inactives show at the top dose activity change, negative = inhibition, actives largely listed as inhibitors | 0.065% of 280,000 active;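 note: potency is the fitted concentration of half-maximal effect; plate controls were bound peptide for no effect and peptide without receptor for full effect; nearly all actives have a fitted effect of over 50% in size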
#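 Each compound concentration gave % activity, normalized to unbound and bound Texas Red SRC2 controls, from polarization read after 5 hr ambient incubation with T3-loaded human TRb LBD.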
# GLA spleen mod: inhibitors or activators of human alpha-galactosidase in spleen homogenate. P06280. human spleen homogenate, 4MU-alpha-Gal fluorescence, 40 min. Potency, µM (titrated, usually from 80 µM), inactives show top-dose activity change, negative = inhibition, actives largely listed as inhibitors. 0.008% of 240,000 active;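 note: potency is the fitted concentration of half-maximal effect; 0% = enzyme with vehicle and -100% = no enzyme basal signal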
# Target sequence (P06280 32-429 limits assumed): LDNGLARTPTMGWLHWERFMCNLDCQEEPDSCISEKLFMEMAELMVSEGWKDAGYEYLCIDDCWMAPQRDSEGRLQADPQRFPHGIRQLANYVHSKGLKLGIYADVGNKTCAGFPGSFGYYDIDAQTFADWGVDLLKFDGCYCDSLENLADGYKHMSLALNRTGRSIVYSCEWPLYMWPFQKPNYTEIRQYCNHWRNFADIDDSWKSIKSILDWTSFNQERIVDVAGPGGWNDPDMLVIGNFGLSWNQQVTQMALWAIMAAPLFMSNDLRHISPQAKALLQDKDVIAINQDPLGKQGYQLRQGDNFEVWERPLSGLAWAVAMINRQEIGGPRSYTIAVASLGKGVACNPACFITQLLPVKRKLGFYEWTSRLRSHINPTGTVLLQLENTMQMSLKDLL
#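 qHTS titration in buffer at pH 5.0. Alpha-galactosidase activity in spleen homogenate was measured via 4-methylumbelliferone release from 1 mM fluorogenic substrate after 40 min at 37C and a pH 10 stop. AC50 came from Hill fits of control-normalized data.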
# Epigenetic reg: regulators of epigenetic silencing causing reporter derepression in mouse cells. murine LDR cells, GFP reporter derepression, 30 h. Potency, µM (top dose mostly 53.9 µM), for the others: at the highest dose GFP activation, actives largely listed as activators. 0.2% of 280,000 active; note: potency is the fitted concentration of half-maximal effect; % of control where 0% means no effect; nearly all actives have a fitted effect of over 60% in size
#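 Murine LDR cells carrying a silenced, genomically integrated CMV-driven GFP reporter were exposed to compound for 30 hours at 37 C. After PBS washes, GFP-positive cells (20–120 um objects) were counted by laser-scanning microplate cytometry.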
# Tau fibril FP: blocks human tau fibril formation measured by polarization; P10636; K18 P301L tau heparin fibrillization, Alexa594 FP, 6 h; Potency, µM (highest dose often 57.7 µM), inactives show top-dose activity, negative = inhibition, hits mostly inhibitors; 0.39% of 280,000 active; note: potency is the fitted concentration of half-maximal effect; % is set by controls: 0 for no effect and ±100 for the full control effect; nearly all actives have a fitted effect of over 55% in size
# Target sequence (P10636 561-689 P618L limits assumed): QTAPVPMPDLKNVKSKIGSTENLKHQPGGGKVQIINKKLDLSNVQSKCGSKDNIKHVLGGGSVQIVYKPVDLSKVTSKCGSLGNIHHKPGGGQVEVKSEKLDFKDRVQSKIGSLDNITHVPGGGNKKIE
#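 Recombinant K18 P301L […], labeled with Alexa 594 at 0.24 uM over 15 uM unlabeled; heparin inducer 20 uM final; 37 C, 6 hr; FP endpoint.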
# Starred values were filed as active, the others as inactive; ? = inconclusive; · = no result given; & = joins results of further samples; [ ] = remark or other dose. Unless noted, calls come from the whole dose curve; as a rule, active = well fitted curve in the direction sought with a large enough effect; inconclusive = small, poorly fitted or top-dose-only effect, or another doubt; inactive = no such curve, though single readings can be large; an effect the other way counts as inactive or inconclusive.
SMILES,Tau fluor cs,CBFb-RUNX1 inh,NPSR antagonist,TR SRC2 fluor cs,TRb SRC2 PPI,GLA spleen mod,Epigenetic reg,Tau fibril FP
COc1ccc(CNC(=O)C2CCC(CNS(=O)(=O)c3cccs3)CC2)cc1 (stereo not given),-7%,·,·,-1%,4%,·,0.6%,7%
CCCCNc1nc(C)nc2c1nc(C)n2CCC,2%,6%,·,-5%,0%,-3%,-0.9%,7%
O=C(Cc1ccccc1)N/N=C/c1ccc2cccc(O)c2n1,?,-7%,-5%,-2%,7%,-1%,-4.3%,7%
c1ccc(CCn2c(SCc3ccccc3)nnc2-c2ccncc2)cc1,4%,-8%,-12%[46.1 µM],0%,-8%,6%,5.8%,9%
COc1ccc(C2CC(c3cccs3)=NN2C(=O)CN2CCCCC2)cc1 (stereo not given),-5%,4%,-2%,0%,-1%,-6%,-0.4%,1%
O=C(CCN1C(=O)c2ccccc2C1=O)Nc1ccc(F)cc1F,2%,10%,-8%[46.1 µM],-1%,-3%,8%,-1.0%,3%
Cc1ccc2nc(N/N=C/c3ccccc3C#N)nc(-c3ccccc3)c2c1,-25%,10%,?,-6%,1%,11%,-1.1%,-7%
C=CCn1c(SCC(=O)c2ccc(Br)cc2)nnc1C(C)NC(=O)Cc1ccc(OC)cc1 (stereo not given),-13%,-3%,-1%[46.1 µM],-3%,-4%,1%,5.0%,-8%
CCOc1cc(C2NC(=O)NC(C)=C2C(C)=O)cc(Cl)c1OCC(=O)O (stereo not given),-14%,-1%,8%[46.1 µM],0%,6%,-3%,-4.4%,-11%
Cc1[nH]c2ccc(-c3n[nH]c(=S)n3-c3ccccc3)cc2c1C,0%,-11%,-6%,-1%,-1%,8%,0.0%,3%
CCCC(CCC)C(=O)NNc1cc(=O)c2c(=O)n(C)c(=O)n(C)c2[nH]1,0%,2%,-6%[46.1 µM],2%,-1%,-15%,-1.2%,3%
COc1ccc(NS(=O)(=O)c2ccc(NS(=O)(=O)c3ccc4c(c3)OCCO4)cc2)cc1,?,·,·,-3%,12%,·,0.4%,?
COc1ccc(CCNC(=S)Nc2ccc(C(C)C)cc2)cc1,?,6%,0%,-3%,1%,6%,1.5%,12%
COc1cc2ccccc2cc1C(=O)Nc1ccc2oc(-c3ccccc3)nc2c1,-12%,·,·,4%,-7%,·,0.8%,1%
CCN(CC)S(=O)(=O)c1cccc(C(=O)N/N=C2\CCCC(=O)C2)c1,-5%,2%,-5%,-6%,-2%,11%,0.1%,7%
COc1ccc(CNC(=O)CN(c2ccccc2)S(=O)(=O)N(C)C)cc1,3%&0%,0%,-8%,1%&2%,5%&4%,4%,-2.3%&0.0%,-4%&3%
O=C1CC(SC(=NCc2ccc3c(c2)OCO3)Nc2ccccc2)C(=O)N1c1ccccc1 (stereo not given),?,4%,-14%[46.1 µM],-3%,-2%,4%,0.0%,?
O=C(NCc1nnc(SCc2ccccc2)n1-c1ccc(F)cc1)C12CC3CC(CC(C3)C1)C2,-8%,0%,-40%,-4%,-12%,8%,-1.0%,0%
COC(=O)c1ccc(CNC(=O)c2cc3ccccc3oc2=O)cc1,11%,-3%,1%,-4%,4%,-2%,-1.4%,6%
O=c1[nH]ncc(N/N=C/c2ccccc2)c1Cl,-4%,6%,-6%[46.1 µM],-1%,2%,11%,5.6%,1%
O=C1c2ccccc2S(=O)(=O)N1CC(O)Cn1ccc2ccccc21 (stereo not given),-10%,-10%,-18%[46.1 µM],1%,-11%,-3%,-0.7%,7%
CN(CCS(=O)(=O)c1ccc(Cl)cc1)Cc1cccnc1,13%[0.0958 µM],8%,12%,-1%,-2%,10%,-4.2%,-4%[0.0958 µM]
Cc1c(C(=O)Nc2nnc(SCc3ccccc3Cl)s2)cccc1[N+](=O)[O-],1%,-3%,1%,-2%[53 µM],7%[53 µM],-3%,2.3%,-6%
Cc1nc(-c2ccccc2)sc1CCNC(=O)c1ccco1,-5%,·,·,?,-3%,·,-0.8%,0%
CCN(c1ccccc1)S(=O)(=O)c1ccc(Cl)c(NC(=O)COC(=O)c2ccc[n+]([O-])c2)c1,-1%,0%,4%,-1%,-1%,1%,-3.5%,-5%
CCC(CC)C(=O)Nc1ccc(Cl)c(Cl)c1,-15%,10%,8%[46.1 µM],-5%,-1%,1%,0.0%,2%
CCOC(=O)C1CCCN(c2c(NCCCN(CC)c3cccc(C)c3)c(=O)c2=O)C1 (stereo not given),-24%,2%,-19%[46.1 µM],1%,-3%,0%,0.0%,-5%
Cc1nnc(NC(=O)CSc2cn(CCNC(=O)c3ccccc3)c3ccccc23)s1,-28%,-1%,11%,0%,2%,-1%,0.0%,-9%
COc1ccc(CNC(=O)C(C#N)c2nc3ccccc3nc2N2CCCC2)cc1 (stereo not given),-29%,-4%,-6%[46.1 µM],-7%,2%,6%,?,-13%
CCCc1cc(=O)n2[nH]cnc2n1,10%,6%,-6%[46.1 µM],1%,-14%,-21%,-12%,0%
O=C(Nc1ccc(S(=O)(=O)N2CCCCC2c2cccnc2)cc1)c1c(F)cccc1F (stereo not given),-26%,-2%,-21%,1%,4%,-2%,-1.5%,2%
Cc1cc(C=O)c2c(c1)C=CC1(Oc3ccccc3C(=O)N1C)O2 (stereo not given),-9%,7%,?,-2%,3%,-5%,-1.0%,-15%
O=C(CSc1nc(COc2ccccc2)nc2ccccc12)NC1CCCC1,15%[2.34 µM],2%,-3%,-3%,-5%,-3%,0.0%,-8%
COc1ccc(NC(=O)Cn2cnc3sc(C)c(S(=O)(=O)N4CCOCC4)c3c2=O)c(OC)c1,-4%,0%,4%,-7%,-3%,6%,-0.3%,0%
COc1ccc(CCC(=O)NC(C)C)cc1,-1%,5%,10%,0%,2%,-11%,0.0%,-5%
Nc1ccccc1C(=O)NNC1=C(C(=O)C(F)(F)F)CCC1,-7%,4%,-7%,-4%,1%,8%,-1.0%,8%
COC(=O)C1=C(C)N=C2SC(C)C(=O)N2C1/C=C/c1ccccc1 (stereo not given),-12%,-6%,-21%[46.1 µM],-3%,4%,-16%,2.6%,-4%
CCC1CCc2nc3sc(C(=O)Nc4ccc(F)c(F)c4)c(N)c3cc2C1 (stereo not given),-16%,·,·,-4%,2%,·,-0.4%,5%
CCNC(=O)COC(=O)c1cc(S(=O)(=O)N2CCCCC2)ccc1C,-13%,2%,-10%,-2%,-6%,-7%,-1.0%,-15%
CCN1CCN(C(=O)C(C)Nc2ccc(OC)cc2OC)CC1 (stereo not given),-15%,-17%,-4%,3%,-7%,2%,?,0%
CCOCCCn1c(=S)[nH]c2cc(C(=O)N3CCN(C)CC3)ccc2c1=O,-1%,6%,-13%[46.1 µM],-3%,6%,-8%,-1.0%,0%
COc1ccc(/C(C)=N/Nc2nc3ccccc3nc2C)cc1OC,?,-18%,-26%,-5%,9%,-3%,2.0%,?
COC(=O)c1scc(C)c1-n1ccc(C(=O)C(=O)N(C)C)c1,-1%,3%,11%,-6%,-1%,-4%,-0.5%,-3%
CCOc1ccccc1NC(=O)CCn1cnnn1,7%,·,·,-1%,-7%,·,0.5%,-2%
Cc1ccc(Nc2nnc(-c3ccc(C)c(S(N)(=O)=O)c3)c3ccccc23)cc1,-21%,·,·,?,0%,·,-1.1%,1%
CN(C)C(=O)CSc1nnc(Cc2ccc3c(c2)OCO3)o1,9%,9%,11%,-1%,6%,-6%,-2.6%,8%
COc1cc(C(=O)NCc2nnc(SCC(=O)N3CCOCC3)o2)cc(OC)c1OC,-3%,2%,16%,-2%,-4%,-9%,-4.7%,-1%
CN1CC(=O)NC1=NC(=O)c1cc(F)c(F)cc1Cl,-4%,0%,0%[46.1 µM],0%,2%,-10%,0.7%,0%
CCC(=O)OCC(=O)Nc1cc(S(=O)(=O)N(C)C)ccc1Cl,6%,7%,3%,-2%,-1%,-5%,-1.5%,5%
Cc1ccc2nc(-c3ccsc3)c(NC3CCCC3)n2c1,-10%,4%,-50%,0%,0%,-4%,1.1%,11%

# (next part)
SMILES,Tau fluor cs,CBFb-RUNX1 inh,NPSR antagonist,TR SRC2 fluor cs,TRb SRC2 PPI,GLA spleen mod,Epigenetic reg,Tau fibril FP
CCN(CC)S(=O)(=O)c1ccc(-c2nnc(SCC(=O)c3ccc(OC)cc3)o2)cc1,0%,-2%,17%[46.1 µM],3%,7%,4%,5.1%,-15%
COc1ccc(-c2cc(C(=O)N3CCc4ccccc4C3)no2)cc1OC,-17%,1%,-20%[46.1 µM],0%,2%,6%,-2.3%,2%
O=C(CSc1nnc(-c2ccco2)n1CC1CCCO1)c1ccccc1 (stereo not given),2%,0%,-3%[46.1 µM],3%,-15%,4%,0.0%,-3%
COc1ccc2nc(NC(=O)Cc3cccs3)sc2c1,-23%,-5%,-12%[46.1 µM],-1%,-8%,-1%,-0.7%,5%
Cc1cc(=O)n2[nH]c(-c3ccco3)nc2n1,0%,3%,-1%[46.1 µM],1%,-15%,11%,-2.2%,0%
COc1ccc(C2C(C#N)=C(C)NC3=C2S(=O)(=O)c2ccccc23)cc1 (stereo not given),?,6%,-19%[46.1 µM],-4%,5%,1%,-0.8%,?
O=C(c1ccco1)c1cn(CC(=O)N2CCCC2)c2ccccc12,-7%,3%,10%,-1%,-1%,-1%,-0.1%,4%

# Given bar-delimited: part of the list above.
SMILES | Tau fluor cs | CBFb-RUNX1 inh | NPSR antagonist | TR SRC2 fluor cs | TRb SRC2 PPI | GLA spleen mod | Epigenetic reg | Tau fibril FP
CCOc1ccccc1NC(=O)CCn1cnnn1 | 7% | · | · | -1% | -7% | · | 0.5% | -2%
Cc1ccc(Nc2nnc(-c3ccc(C)c(S(N)(=O)=O)c3)c3ccccc23)cc1 | -21% | · | · | ? | 0% | · | -1.1% | 1%
CN(C)C(=O)CSc1nnc(Cc2ccc3c(c2)OCO3)o1 | 9% | 9% | 11% | -1% | 6% | -6% | -2.6% | 8%
COc1cc(C(=O)NCc2nnc(SCC(=O)N3CCOCC3)o2)cc(OC)c1OC | -3% | 2% | 16% | -2% | -4% | -9% | -4.7% | -1%
CN1CC(=O)NC1=NC(=O)c1cc(F)c(F)cc1Cl | -4% | 0% | 0%[46.1 µM] | 0% | 2% | -10% | 0.7% | 0%

# A portion of the library. The share of hits here may be higher or lower than overall.
